RECQ1 helicase: blocks DNA unwinding by human RECQ1 | P46063 | RECQ1 DNA unwinding, red fluorescence kinetic read | Potency, µM (series often up to 57.3 µM), for the others: top-dose activity, negative = inhibition, actives largely listed as inhibitors | 240,000 compounds, 0.54% hits | AID 2549;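 further: plate controls were vehicle for no effect and no enzyme for full effect; nearly all actives have a fitted effect of over 30% in size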
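50 nM RECQ1T1 preincubated 15 min with compound in Tris pH 8.0 buffer with MgCl2, DTT, Tween-20 and 2.5 ug/ml poly(dI-dC); started with 200 nM TAMRA/BHQ-2 forked duplex and 2 mM ATP. Unwinding read as fluorescence (525/598 nm), two reads 2 h apart.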
SMN2 splice up: SMN2 splice variant enhancement; 210,000 compounds, 2.8% hits; Potency, µM (doses to about 46.1 µM), for inactives: at the top dose activity change, positive = activation, usual class: activators; AID 1458; HEK293 SMN2-luciferase splicing reporter, luminescence, 30-36 h; further: % of control where 0% means no effect; nearly all actives have a fitted effect of over 55% in size
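HEK293 cells carry an SMN2 minigene-luciferase reporter in which exon 7 inclusion puts luciferase in frame. Cells were seeded at 2000 cells/well, attached for 10-12 hours, then exposed to compounds for 30-36 hours at 37C before ONE-Glo luminescence.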
NPSR antagonist: neuropeptide S receptor (human) antagonism, cAMP; Q6W5P4; CHO-NPSR cells, cAMP TR-FRET, antagonist mode; Potency, µM (titrated, usually from 38.3 µM), without a hit: top-dose activity change, negative = inhibition, most hits filed as inhibitors; 220,000 compounds, 1% hits; AID 1461; further: on the % scale 0 is the no-effect control and ±100 the full control effect; nearly all actives have a fitted effect of over 50% in size; many of its hits are not listed in these tables
Target sequence (Q6W5P4 whole entry, looked up): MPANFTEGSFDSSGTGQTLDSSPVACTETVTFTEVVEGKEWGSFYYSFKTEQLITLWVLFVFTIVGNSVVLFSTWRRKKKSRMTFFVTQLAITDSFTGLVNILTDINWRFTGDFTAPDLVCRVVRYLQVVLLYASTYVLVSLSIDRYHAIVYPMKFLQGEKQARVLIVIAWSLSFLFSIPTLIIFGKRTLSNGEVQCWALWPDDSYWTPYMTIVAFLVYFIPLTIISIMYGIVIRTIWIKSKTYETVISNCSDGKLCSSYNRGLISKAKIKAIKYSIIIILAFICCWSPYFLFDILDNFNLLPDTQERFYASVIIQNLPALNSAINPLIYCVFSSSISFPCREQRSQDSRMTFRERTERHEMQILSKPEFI
Luc counter: blocks Kinase-Glo luciferase, a counter-screen artifact; Kinase-Glo luciferase, ATP luminescence, 8 min; Potency, µM (series often up to 38.3 µM), without a hit: at the highest dose activity change, negative = inhibition, usual class: inhibitors; 200,000 compounds, 0.28% hits; AID 1379; further: on the % scale 0 is the no-effect control and ±100 the full control effect; nearly all actives have a fitted effect of over 60% in size
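Inhibition of Kinase-Glo luciferase light generation was assessed at 10 uM ATP in pH 7.2 imidazole buffer, with luminescence measured after eight minutes at ambient temperature.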
Epigenetic derep: derepresses silenced GFP reporter in murine cells | murine LDR cells, GFP reporter derepression, 30 h | Potency, µM (doses to about 53.9 µM), without a hit: at the highest dose GFP activation, usual class: activators | 280,000 compounds, 0.2% hits | AID 1865; further: % of control where 0% means no effect; nearly all actives have a fitted effect of over 60% in size
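Readout is the number of GFP-expressing murine LDR cells, counted by cytometry following washing. Cells were treated with compound for 30 h at 37 C; the stably integrated CMV-GFP locus is normally silent.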
IMPase Li inh: IMPase inhibition in cells with lithium potentiation; Potency, µM (highest dose often 59.4 µM), inactives show top-dose activity, negative = IMPase inhibition, most hits filed as inhibitors; CHO-M1 cells, IP1 TR-FRET (IP-One), carbachol + lithium; 210,000 compounds, 0.35% hits;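 further: IP1 builds up when IMPase is blocked and the TR-FRET signal falls; plate controls were basal vehicle for no effect and high inhibitor control for full effect; nearly all actives have a fitted effect of over 50% in size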
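Lithium-sensitised IP1 accumulation assay; M1-expressing CHO cells treated 30 min at 37C with compound. Competitive antibody detection by time-resolved FRET followed a 10 min room-temperature lysis step.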
JMJD2E inh: JMJD2E (human) inhibition; B2RXH2; JMJD2E catalytic domain, FDH-coupled NADH fluorescence (FDH is formaldehyde dehydrogenase); Potency, µM (top dose mostly 57.1 µM), for the others: at the top dose activity change, negative = inhibition, most hits filed as inhibitors; 230,000 compounds, 1.6% hits; active means well fitted inhibition curve with a large enough effect, not every such curve was filed as active; inconclusive means small, poorly fitted or top-dose-only effect, or another doubt; inactive means no such curve, though single readings can be large or run the other way;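 further: 0% = wells with enzyme and -100% = buffer wells without enzyme; nearly all actives have a fitted effect of over 50% in size; many of its hits are not listed in these tables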
Target sequence (B2RXH2 1-337 limits assumed): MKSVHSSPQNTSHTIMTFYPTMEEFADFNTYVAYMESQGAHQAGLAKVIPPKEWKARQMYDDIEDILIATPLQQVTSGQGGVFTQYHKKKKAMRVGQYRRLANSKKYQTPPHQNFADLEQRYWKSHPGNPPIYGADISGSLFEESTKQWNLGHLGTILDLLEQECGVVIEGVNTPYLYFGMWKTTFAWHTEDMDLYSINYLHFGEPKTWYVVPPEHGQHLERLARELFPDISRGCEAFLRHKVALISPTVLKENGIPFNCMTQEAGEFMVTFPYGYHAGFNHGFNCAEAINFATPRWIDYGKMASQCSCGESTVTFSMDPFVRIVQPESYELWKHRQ
RGS12 GoLoco inh: RGS12 GoLoco-Gai1 interaction inhibition; 230,000 compounds, 0.44% hits; Gai1:RGS12 GoLoco peptide FP, rhodamine, 10 min; Potency, µM (highest dose often 61.6 µM), for inactives: top-dose activity, negative = inhibition, hits mostly inhibitors; AID 880; P63096; active means well fitted inhibition curve with a large enough effect, not every such curve was filed as active; inactive means no such curve, though single readings can be large or run the other way; further: on the % scale 0 is the no-effect control and ±100 the full control effect; nearly all actives have a fitted effect of over 30% in size; many of its hits are not listed in these tables
Target sequence (P63096 whole entry, looked up): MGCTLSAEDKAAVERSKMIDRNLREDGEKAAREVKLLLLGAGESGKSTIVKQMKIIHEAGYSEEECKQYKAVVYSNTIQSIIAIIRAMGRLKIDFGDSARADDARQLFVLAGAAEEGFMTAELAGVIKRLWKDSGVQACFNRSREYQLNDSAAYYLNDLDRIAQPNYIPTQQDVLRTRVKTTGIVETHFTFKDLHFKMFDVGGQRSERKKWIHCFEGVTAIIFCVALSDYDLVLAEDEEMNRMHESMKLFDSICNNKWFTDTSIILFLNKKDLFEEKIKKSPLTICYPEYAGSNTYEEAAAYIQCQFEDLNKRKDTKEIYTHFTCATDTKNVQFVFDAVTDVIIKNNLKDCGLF
* hit, by the source's call; i = inactive; ? = inconclusive; . = no result given; & = joins results of further samples; ! = not confirmed by another sample; [ ] = dose if it differs, or a comment. Unless noted, the call rests on the fitted dose curve; in most records, active means well fitted curve in the direction sought with a large enough effect; inconclusive means small, poorly fitted or top-dose-only effect, or another doubt; inactive means no such curve, though single readings can be large; an effect the other way counts as inactive or inconclusive. Potency means the concentration at half of the fitted maximal effect.

The line under a structure holds: RGS12 GoLoco inh, RECQ1 helicase, Epigenetic derep, SMN2 splice up, NPSR antagonist, JMJD2E inh, IMPase Li inh, Luc counter
CCCc1ccc(OCC(=O)NNC(=O)c2cccnc2)cc1
  4%, 11%, -2.4%, -4%, 21%, 3%, -2%, -1%
Cc1ccc(N2CCN(S(=O)(=O)N(C)C)CC2)cc1Cl
  -28%, 12%, -2.1%, ?, -4%[46.1 µM], 1%, 28%[38.3 µM], 1%
CNS(=O)(=O)c1ccc(C)c(S(=O)(=O)NC)c1
  10%, -2%, -2.0%, 8%, 3%, 2%, -2%, 0%
CC1CCCCC1NC(=O)CSc1nnc(CNC(=O)c2ccccc2)n1C (stereo unspecified)
  -3%, i, 1.7%, 5%, 6%, -17%, 5%, 1%
Cc1ccc(-c2cc(C(=O)N/N=C/c3cccnc3)n[nH]2)o1
  14%, -6%, 3.8%, -4%, 1%, -4%, 3%, -3%
CCOC(=O)N1CCN(c2cc(=O)n(-c3ccc(OCC)cc3)c(=O)[nH]2)CC1
  6%, -16%, 1.1%, ., -7%[46.1 µM], 8%, 28%[38.3 µM], 0%
CCCCC/C=C/C=C1/C(=O)C=C[C@@H]1C/C=C\CCCC(=O)O
  -10%&-9%&0%&4%, 35µM*!, ?, -2%&-26%&2%, ., -12%, -5%&11%&-6%&14%, 2%[39.9 µM]
Cc1c(C(=O)N2CCC(C)CC2)oc2ccc(S(=O)(=O)N3CCC4(CC3)OCCO4)cc12
  9%, -11%, 0.8%, -21%, -11%[46.1 µM], -5%, 6%[38.3 µM], -2%
CCOc1cccc(SCc2noc(C(=O)NCC3CCCO3)c2C(=O)O)c1 (stereo unspecified)
  7%, -6%, -0.9%, 7%, -3%[46.1 µM], -6%, -3%[38.3 µM], 3%
O=[N+]([O-])c1cc(C(F)(F)F)cc([N+](=O)[O-])c1NCCNC(=S)Nc1ccc(Cl)c(Cl)c1
  11%, -9%, 6.1%, ., ?, -8%, ., .
COc1ccc2cc(C)c3nnc(SCC(=O)Nc4nc(-c5ccc(F)cc5)cs4)n3c2c1
  9%, -15%, 3.4%, 0%, -8%, -2%, 3%, 0%
CCn1c2ccccc2c2cc(/C=N/NC(=O)c3cccc(C)c3)ccc21
  15%, -4%, -2.1%, -66%[inhibitor], -5%[46.1 µM], ?, -28%[38.3 µM], 4%
COc1ccccc1C1C(C(=O)NCc2ccccc2)=C(C)Nc2ncnn21 (stereo unspecified)
  -6%, -2%, -1.1%, 10%, 3%[46.1 µM], ?, 26%[38.3 µM], -1%
Cc1ccccc1N=C1NC(=O)/C(=C/c2cccn2-c2cccc(C(=O)O)c2)S1
  2%, -19%, -0.2%, -6%, -12%, 8%, 4%, 3%
O=C(N/N=C/c1cccc(OC(=O)c2ccc3c(c2)OCO3)c1)c1cncc(Br)c1
  63%[activator], -9%, -2.0%, 16µM*, 5%, -8%, 22%, -4%
CCCC(C)NC(=O)COC(=O)c1ccccc1SCC(=O)NC(C)CCC (stereo unspecified)
  0%, i, -0.4%, 0%, -3%, 6%, 6%, 1%
CCn1c(-c2c[nH]c3ccccc23)n[nH]c1=S
  19%, i, 3.4%, 8%, -10%[46.1 µM], -9%, 28%[38.3 µM], 1%
c1ccc(-c2ccc(-c3nccc4ccccc34)[nH]2)cc1
  7%, i, 9.9%, ., ?, ?, ., .
Cc1ccc(C)c(C2=NNC(=NCc3ccccc3)SC2)c1
  5%, -24%, -1.1%, -3%, -27%, -10%, -3%, 2%
FC(F)(F)c1cc(CN2CCC3(CCNCC3)CC2)cc(C(F)(F)F)c1
  7%, -9%, ., -16%, ., ., 3%, -3%

The line under a structure holds: RGS12 GoLoco inh, RECQ1 helicase, Epigenetic derep, SMN2 splice up, NPSR antagonist, JMJD2E inh, IMPase Li inh, Luc counter
COc1ccccc1N=C(C)C1=C(O)COC1=O
  -4%, -12%, -1.6%, 9%, 1%[46.1 µM], -10%, 17%[38.3 µM], -1%
CCn1c(SCC(=O)N/N=C(/C)c2ccncc2)nc2ccccc21
  -4%, 4%, ?, ., 3%, -16%, ., .
CCOC(=O)C(C)(C)N(Cc1cccc(C)c1)S(=O)(=O)c1cccc([N+](=O)[O-])c1
  2%, -10%, 0.0%, -22%, -20%[46.1 µM], -4%, 9%, 1%
COc1ccc2c(c1OC)C(=O)OC2CC(=O)c1ccc(O)cc1 (stereo unspecified)
  -1%, -1%, -6.2%, 30%, ?, -1%, -9%[38.3 µM], 5%
O=C(CNc1cccc([N+](=O)[O-])c1)N/N=C/c1ccc(F)cc1
  -2%, 6%, -1.3%, -5%, -13%, 2%, 27%, -3%
Cc1nc2ccc(N=NC3=C(O)CC(C)(C)CC3=O)cc2s1
  11%, 0%, 1.1%, ?, -11%, -18%, 1%, -5%
CC(=O)Nc1ccc(C(=O)Nc2ccc(S(=O)(=O)NCC3CCCO3)cc2)cc1 (stereo unspecified)
  3%, -9%, 0.3%, -6%, 6%[7.67 µM], 1%, -4%[38.3 µM], -1%
CC(=O)c1ccc(OCC(C)C)c(CN2CCCCC2)c1
  ., -9%, -1.0%, ., -1%[46.1 µM], -19%, ., .
CS(=O)(=O)c1ccc2nc(NC(=O)CCN3C(=O)c4ccccc4C3=O)sc2c1
  3%, i, 3.4%, 7%, -2%, 6%, -22%, 1%
O=[N+]([O-])c1ccccc1S(=O)(=O)N1CCN(CC2CC=CCC2)CC1 (stereo unspecified)
  1%, i, -2.3%, ?, -10%, ?, 9%, 3%
COC(=O)c1cccc(NC(=O)Cc2coc3cc(OC)ccc23)c1
  6%, -4%, -0.3%, -41%[inhibitor], -7%[46.1 µM], 6%, 6%, 7%
CCOC(=O)N1CCN(Cc2nc3c(c(=O)n(C)c(=O)n3C)n2Cc2ccccc2)CC1
  -8%, -4%, 0.8%, -32%[inhibitor], -17%[46.1 µM], -21%, 47%[activator][38.3 µM], 5%
COc1ccccc1NCC(O)Cn1c2ccccc2c2ccccc21 (stereo unspecified)
  6%, i, 2.0%, 26%, -10%[46.1 µM], 0%, 43%[38.3 µM], 2%
CNc1nc(CC(C)=O)ns1
  ., 0%, -4.6%, ., -3%[46.1 µM], 2%, ., .
Cc1ccc(C)c(Cn2c(C)nc3c(sc(=S)n3-c3ccccc3)c2=O)c1
  1%, 4%, -1.1%, -20%, -21%, -4%, 10%, 1%
CCOC(=O)c1ccc2c(c1)[nH]c(=S)n2CC
  -5%, -11%, 1.0%, ., -16%, -4%, 4%, -2%
Nn1c(SCC(=O)Nc2ccc3c(c2)OCO3)nnc1-c1ccccc1
  -6%, 3%, 0.3%, 4%, -22%[46.1 µM], 3%, 10%[38.3 µM], 0%
C[C@]12CS(=O)(=O)C[C@H]1SC(=S)N2c1ccccc1
  -9%, -3%, 0.4%, ., 20%, 2%, ., .
Nc1c(C(=O)NCCN2CCOCC2)c2nc3ccccc3nc2n1-c1cccc(F)c1
  6%, -3%, -2.7%, 0%, -11%[46.1 µM], ?, 0%[38.3 µM], -1%
Cc1ccc(C(=O)CSc2nnnn2-c2ccccc2)o1
  10%, -6%, 9.3%, -1%, -7%, 3%, 7%, 0%

The line under a structure holds: RGS12 GoLoco inh, RECQ1 helicase, Epigenetic derep, SMN2 splice up, NPSR antagonist, JMJD2E inh, IMPase Li inh, Luc counter
CCC1SC2=NC(C)=C(C(=O)OCCOC)C(c3ccc(C(=O)OC)cc3)N2C1=O (stereo unspecified)
  -3%, -7%, -0.2%, 4%, -3%[46.1 µM], -1%, -6%[38.3 µM], -10%
Cc1ccccc1NC(=O)C(=O)NCc1ccccn1
  10%, -16%, -1.1%, 11%, -4%[46.1 µM], 1%, 3%, -1%
CCOC(=O)c1[nH]c(C)c(C(=O)N2CCN(C(=O)OCC)CC2)c1CC
  -2%, -16%, 0.0%, -13%, 12%[46.1 µM], 3%, 18%[38.3 µM], 2%
O=C(Cc1cccc2ccccc12)NNC(=O)Nc1ccc(Cl)cc1
  1%, -5%, 0.1%, ., -17%, 2%, ., .
CC(C)(Oc1ccc(Cl)cc1)C(=O)Nc1ccc2oc(-c3ccncc3)nc2c1
  14%, i, 0.0%, -4%, ?, ?, 1%[38.3 µM], 0%
Cc1ccc(N2C(=O)N(CC(=O)NC(c3ccccc3)c3ccccc3)C(=O)C2C)cc1 (stereo unspecified)
  9%, -1%, 10%, -7%, -27%[46.1 µM], 4%, 28%[38.3 µM], 4%
CCCN1CCC(=NNc2ccc(S(=O)(=O)N3CCOCC3)cc2[N+](=O)[O-])CC1
  -11%, -10%, 1.9%, -54%[inhibitor][1.84 µM], 24%, 2%, 4%, -2%
Cc1onc(NC(=O)c2ccc(Cl)cc2Cl)c1Br
  0%, -7%, 3.8%, ., -10%, 3%, -6%, -2%
CCOC(=O)CC(NC(=O)Cn1nnc(-c2ccccc2C)n1)c1ccc(OC)cc1 (stereo unspecified)
  5%, i, -4.5%&-1.1%, 1%&-17%, -17%, -10%, 3%, 0%
CC1(C)CC2CC(C)(CN2C(=O)CN2C(=O)c3ccccc3C2=O)C1 (stereo unspecified)
  4%, i, -1.1%, -2%, -12%[46.1 µM], -2%, 23%[38.3 µM], 4%
Cc1cc(NCc2ccccn2)n2ncc(-c3ccc(Cl)cc3)c2n1
  1%, i, ?, ., 3%[7.67 µM], ?, ., .
COc1ccc(N(CCC#N)C(=O)/C(C#N)=C/c2cccs2)cc1
  0%, -10%, -2.8%, 8%, -15%, -2%, 6%, 2%
Cc1nc2c(C(=O)NCc3ccc4c(c3)OCO4)cnn2c(C)c1Cc1ccc(F)cc1Cl
  10%, i, 1.7%, -15%, 10µM*, ?, 14%[38.3 µM], 1%
O=C1OCC/C1=C\c1ccc2c(c1)OCO2
  4%, 1%, 0.2%, ., -16%, -2%, ., .
CC(=O)NC(CCS(C)(=O)=O)C(=O)Nc1ccccc1C (stereo unspecified)
  -14%, 4%, 0.0%, -9%, 18%[46.1 µM], 7%, 21%[38.3 µM], 1%
C[N+]1(NCC[N@@+]2(C)CCc3ccccc3C2)CCCCC1
  0%[14.2 µM], ., ., -4%[9.22 µM], ., ., -11%, -1%[7.66 µM]
O=C(COC(=O)c1ccccc1Nc1cccc(C(F)(F)F)c1)NCc1ccco1
  20%, -13%, 2.1%, -2%, -13%[46.1 µM], ?, 10%[38.3 µM], -4%

Source: PubChem BioAssay

Not all compounds are listed; rates above refer to the full screens.
